# High-throughput results as filed in PubChem BioAssay.
# VP16 counter: inhibits Gal4-VP16 luciferase reporter, ROR gamma counter-screen | Potency, µM (titrated, usually from 53.6 µM), for the others: at the top dose activity, negative = inhibition, actives largely listed as inhibitors | AID 2546 | Drosophila S2 Gal4-VP16 UAS-luciferase, luminescence, 20 h | hit rate 3.5% among 310,000;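 further: Gal4-VP16 expression switched on by copper sulfate through the metallothionein promoter; on the % scale 0 is the no-effect control and ±100 the full control effect; nearly all actives have a fitted effect of over 50% in size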
# uPA generation: blocks generation of uPA at the cell surface; Potency, µM (titrated, usually from 38.3 µM), inactives show top-dose activity change, negative = inhibition, hits mostly inhibitors; cell surface uPA generation assay, qHTS; hit rate 0.31% among 330,000; active means well fitted inhibition curve with a large enough effect; inconclusive means small, poorly fitted or top-dose-only effect; inactive means no such curve, though single readings can be large or run the other way; tested in mouse RAW 264.7 cells; further: on the % scale 0 is the no-effect control and ±100 the full control effect; nearly all actives have a fitted effect of over 55% in size
# ELG1 genotox: genotoxicity induction in ELG1-luciferase HEK293T cells; HEK293T ELG1-luciferase reporter, luminescence, 16 h; Potency, µM (top dose mostly 46 µM), inactives show top-dose activity change, positive = activation, most hits filed as activators; hit rate 1.3% among 330,000; further: % of control where 0% means no effect; nearly all actives have a fitted effect of over 60% in size
#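 Cells (2,000/well) expressing the ELG1-luciferase fusion are dosed by pin tool and kept 16 hr at 37 °C, 5% CO2. Signal comes from ONE-Glo luciferase reagent after 30 min at room temperature.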
# RORg inh: ROR gamma (mouse) transcription inhibition. Potency, µM (titrated, usually from 53.6 µM), inactives show at the top dose activity change, negative = inhibition, most hits filed as inhibitors. Drosophila S2 Gal4-RORgamma UAS-luciferase reporter, 20 h. P51450. AID 2551. hit rate 5.4% among 310,000; further: on the % scale 0 is the no-effect control and ±100 the full control effect; nearly all actives have a fitted effect of over 60% in size
# Target sequence (P51450 whole entry, looked up, the tested form may be a part): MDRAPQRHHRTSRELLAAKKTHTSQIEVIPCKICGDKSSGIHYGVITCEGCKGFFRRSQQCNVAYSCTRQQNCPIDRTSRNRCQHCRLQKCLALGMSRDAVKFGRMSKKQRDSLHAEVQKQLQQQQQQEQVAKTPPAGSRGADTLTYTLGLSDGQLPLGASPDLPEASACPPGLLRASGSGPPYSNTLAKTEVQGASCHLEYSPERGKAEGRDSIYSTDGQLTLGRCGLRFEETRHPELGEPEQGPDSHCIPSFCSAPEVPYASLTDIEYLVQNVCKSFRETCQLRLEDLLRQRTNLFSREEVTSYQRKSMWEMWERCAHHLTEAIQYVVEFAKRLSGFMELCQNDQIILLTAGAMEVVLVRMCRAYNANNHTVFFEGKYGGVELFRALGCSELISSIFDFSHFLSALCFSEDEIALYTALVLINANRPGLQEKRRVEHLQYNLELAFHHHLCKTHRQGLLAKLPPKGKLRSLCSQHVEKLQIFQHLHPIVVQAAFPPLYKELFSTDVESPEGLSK
#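 Schneider cells (Drosophila), stable Gal4 DBD–ROR gamma + UAS-luc; 1 hr cmpd preincubation; Cu2+ induction 700 uM final; 20 hr ambient; luminescence.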
# p53 reactivator: re-activators of mutant p53. Potency, µM (top dose mostly 92.2 µM), inactives show top-dose activity change, positive = activation, most hits filed as activators. H1299 p53-A138V BP100-luciferase reporter, luminescence, 24 h. AID 504706. hit rate 0.063% among 320,000; further: % of control where 0% means no effect; nearly all actives have a fitted effect of over 45% in size
#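 H1299 (p53-null), stable ts p53-A138V + BP100-Luc; 1000 cells/well, Opti-MEM/10% FBS; cpd 4 pt, 1:5; 24 h, 37 deg C, 5% CO2; detection reagent 10 min RT; luminescence.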
# NPC1 prom act: activates the NPC1 promoter; Huh7 NPC1 promoter luciferase reporter, 24 h; Potency, µM (top dose mostly 9.22 µM), without a hit: at the highest dose activation, usual class: activators; hit rate 2.4% among 320,000; AID 485313;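 further: % of control where 0% means no effect; nearly all actives have a fitted effect of over 60% in size; reporter is driven by a mutant NPC1 promoter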
#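 Stable NPC1-promoter luciferase Huh7 line; cpd (DMSO) 24 h, 37 °C, 5% CO2; Amplite luciferase reagent 10 min RT; luminescence readout. qHTS format.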
# Rab9 prom act: Rab9 promoter activation; Huh7 Rab9 promoter-luciferase reporter, luminescence, 24 h; Potency, µM (top dose mostly 9.22 µM), inactives show top-dose activation, negative = inhibition, most hits filed as activators; hit rate 2.8% among 320,000; AID 485297; further: % of control where 0% means no effect; nearly all actives have a fitted effect of over 60% in size
#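 Quantitative HTS format; Huh7 Rab9-luciferase reporter cells (1500/well) receive compound 2 h post-plating, incubate 24 h at 37 °C, then get luciferase reagent for 10 min before luminescence reading.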
# MBNL1-CUG inh: MBNL1-poly(CUG) RNA binding inhibition. Q9NR56. TR-FRET MBNL1-His/biotin-(CUG)12 binding, 665/545 ratio. Potency, µM (titrated, usually from 57.5 µM), inactives show at the top dose activity change, negative = inhibition, hits mostly inhibitors. hit rate 0.036% among 280,000. AID 2675; active means well fitted inhibition curve with a large enough effect in the signal ratio, with a control signal flat, not every such curve was filed as active; inconclusive means small, poorly fitted or top-dose-only effect, or effect the other way, or a change in a side signal; inactive means no such curve, though single readings can be large or run the other way; the % refers to the signal ratio; further: on the % scale 0 is the no-effect control and ±100 the full control effect
#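 TR-FRET between His-tagged MBNL1 and biotin-(CUG)12 RNA, detected with Tb anti-His antibody (0.055 ng/ul) and streptavidin-XL665 (5 nM), 60 min at room temperature. Compounds titrated 92 nM to 58 uM; 665/545 nm ratio normalized to buffer and complex controls.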
# BRCA1 expr up: BRCA1 expression activation; MCF7-BRCA1-FFLuc reporter, luminescence, 48 h; response scale: scaled: vehicle 0%, 10 µM genistein 100%; Potency, µM (series often up to 46.1 µM), for inactives: top-dose activation, most hits filed as activators; hit rate 1.1% among 380,000; AID 624202; further: nearly all actives have a fitted effect of over 80% in size; some results filed as inactive show a strong effect at the top dose
#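 Luminescence from a BRCA1-driven firefly luciferase in MCF7 cells was read after 48 h compound exposure at 37 C. Data normalized against DMSO and a 10microM genistein activation control, then curve-fitted across the titration.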
# FLuc modulator: counter-screen for miR-21 project: firefly luciferase inhibitors or activators; purified FLuc, Km substrates, luminescence inhibition; Potency, µM (top dose mostly 57.5 µM), for the others: at the top dose activity change, negative = inhibition, most hits filed as inhibitors; hit rate 6.9% among 360,000; P08659;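 further: plate controls were vehicle for no effect and reference inhibitor for full effect; nearly all actives have a fitted effect of over 55% in size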
# Target sequence (P08659 whole entry, looked up): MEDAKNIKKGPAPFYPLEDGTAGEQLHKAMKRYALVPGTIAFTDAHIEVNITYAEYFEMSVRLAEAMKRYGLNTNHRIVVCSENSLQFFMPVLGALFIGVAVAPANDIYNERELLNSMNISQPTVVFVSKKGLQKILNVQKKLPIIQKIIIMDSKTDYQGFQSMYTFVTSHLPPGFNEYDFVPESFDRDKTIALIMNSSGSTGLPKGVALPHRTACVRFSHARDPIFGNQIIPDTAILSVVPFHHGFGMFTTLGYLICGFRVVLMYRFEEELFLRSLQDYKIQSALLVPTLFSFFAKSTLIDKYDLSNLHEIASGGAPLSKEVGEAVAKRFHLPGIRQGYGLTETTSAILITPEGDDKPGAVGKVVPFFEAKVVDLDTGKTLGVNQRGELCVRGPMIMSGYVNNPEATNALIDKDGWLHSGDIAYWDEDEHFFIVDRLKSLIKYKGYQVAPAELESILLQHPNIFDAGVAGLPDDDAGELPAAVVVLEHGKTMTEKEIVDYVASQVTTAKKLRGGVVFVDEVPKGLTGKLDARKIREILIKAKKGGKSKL
#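 Biochemical qHTS of compounds, final roughly 60 µM downward over six points, against 10 nM purified firefly luciferase using Km concentrations of substrates (10 uM D-luciferin, 10 uM ATP) in Tris acetate pH 7.5 buffer; luminescence output.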
# * = called active by the depositor; ? = inconclusive; nt = no result given; & = joins results of further samples; [ ] = another dose, or the depositor's remark. Unless noted, the call rests on the fitted dose curve; in most records, active means well fitted curve in the direction sought with a large enough effect; inconclusive means small, poorly fitted or top-dose-only effect, or another doubt; inactive means no such curve, though single readings can be large; an effect the other way counts as inactive or inconclusive. Potency means the concentration at half of the fitted maximal effect.
# Below each compound – VP16 counter | uPA generation | ELG1 genotox | RORg inh | p53 reactivator | NPC1 prom act | Rab9 prom act | MBNL1-CUG inh | BRCA1 expr up | FLuc modulator
- CN1C(=S)SC2CS(=O)(=O)CC21 (stereo not given)
→ 3.0% | 9.5% | 4.4% | -24.0% | -1.6% | -1.8% | -1.0% | 3.9% | -4.0% | -1.5%
- COc1ccccc1Cn1c(C)nnc1-c1cnn(C)c1N
→ -15.6% | 3.3% | -0.4% | 1.3% | 3.1% | 2.3% | -15.6% | 0.0% | -1.1% | 1.3%
- Cc1ccc(C)c(SCC(=O)Nc2cc(C)nn2-c2ccc(F)cc2)c1
→ -5.5% | nt | -3.5% | ? | -18.2% | -1.4% | 0.2% | -15.4% | nt | -0.6%
- CCN(CC)P(=O)(C(NC(=O)OC)C(F)(F)C(F)(F)C(F)(F)C(F)F)N(CC)CC (stereo not given)
→ -7.5% | 6.6% | -0.2% | 9.3% | -1.3% | 0.2% | 0.0% | 0.1% | 3.4% | 3.3%
- O=C(CN1CCN(c2ccccn2)CC1)Nc1ccccc1C(=O)Nc1ccccc1
→ nt | -0.5% | -6.9% | nt | 2.0% | -0.9% | 0.2% | nt | 5.0% | -18.9%
- CCOCc1[nH]c(=S)[nH]c(=O)c1Cc1ccc(OCC(C)C)cc1
→ 12.4% | 3.0% | 3.6% | -18.6% | -2.1% | -0.9% | -9.2% | 0.5% | -44.0% | -18.4%
- CCOC(=O)C1CCN(c2c(N(C)Cc3ccco3)c(=O)c2=O)CC1
→ -5.0% | -8.0% | -0.5% | -4.4% | 3.8% | 0.4% | 0.9% | 2.2% | 0.9% | -1.1%
- CN(C(=O)COC(=O)C1CCN(S(=O)(=O)c2cccs2)CC1)c1ccccc1
→ -2.0% | -30.0% | 0.2% | -23.2% | 2.7% | -1.0% | 27.7% | -2.4% | -0.4% | 0.3%
- O=C1c2ccccc2C(=O)N1CCc1csc(NNc2nc(CCN3C(=O)c4ccccc4C3=O)cs2)n1
→ 1.0% | -0.4% | -15.8% | 2.6% | -4.4% | -1.6% | -0.5% | 6.1% | -1.0% | ?
- OCCn1c(CSc2nnc(-c3ccco3)n2-c2ccccc2)nc2ccc(Cl)cc21
→ -1.3% | 9.2% | -7.9% | 14.3% | -11.5% | -2.2% | -5.5% | 8.3% | -29.7% | -3.1%
- CCCCN1C(C)=CC(=C2C(=O)c3ccccc3C2=O)C=C1C
→ -21.7% | -9.8% | 0.82µM* | -18.7% | 27.0% | 0.501µM* | 0.398µM* | ? | 0.0% | 1.51µM*
- Cc1cccc2cc(CN(Cc3ccc4c(c3)OCO4)Cc3nnnn3C3CCCC3)c(=O)[nH]c12
→ -11.2% | ? | -11.1% | 30.4% | -13.5% | 0.7% | 2.9% | 2.4% | -9.7% | 7.7%
- Cc1ccc(NC(=O)C2CC(=O)Nc3nc4ccccc4n32)c(C)c1 (stereo not given)
→ -1.8% | 1.3% | 18.3% | -3.4% | -2.4% | -4.3% | -2.7% | 0.5% | -15.0% | 0.3%
- CCN(Cc1ccccc1)C(=O)COC(=O)CNS(=O)(=O)c1ccc(C)cc1
→ 2.7% | -2.8% | -0.3% | -3.7% | -2.7% | -2.9% | -5.2% | 2.9% | 0.6% | -1.6%
- CCCc1cc(C(=O)Nc2ccc(C(=O)c3ccc(C)cc3)cc2)n(C)n1
→ 5.5% | -5.7% | -16.3% | ? | -2.6% | 2.7% | -11.5% | 2.7% | -24.2% | ?
- Cc1onc(-c2ccccc2)c1C(=O)NCCN1CCOCC1
→ 7.6% | 3.0% | nt | 15.2% | nt | nt | nt | 3.4% | 0.3% | 2.7%
- CC[C@H](C)[C@@H]1NC(=O)c2cc([N+](=O)[O-])cc(F)c2NCCCC[C@@H](C(N)=O)NC(=O)[C@H](CC(N)=O)NC1=O
→ 1.9% | -9.2% | 3.2% | -4.8% | 0.0% | -4.9% | -4.7% | ? | 1.6% | 1.8%
- O=C(CCNC(=O)c1ccccc1Cl)NCC1COc2ccccc2O1 (stereo not given)
→ nt | -0.4% | -0.2% | nt | -0.7% | -3.2% | -5.8% | nt | 1.3% | 0.5%
- Cc1ccc(Cc2cnc(N3C(=N)SC(C)C3=O)s2)cc1 (stereo not given)
→ 3.16µM* | -2.1% | -1.0% | 5.01µM* | -1.0% | 0.4% | 8.9% | 16.1% | -9.0% | ?
- CCC(C)(C)n1nnnc1C(c1ccc(O)cc1)N1CCc2ccccc2C1 (stereo not given)
→ -8.3% | -13.2% | -0.1% | -1.7% | 9.2% | -3.4% | -2.3% | 2.7% | -8.0% | -2.3%
- CC(C)c1ccc(NC(=O)C(c2ccccc2)N(Cc2ccco2)C(=O)CC2NC(=O)NC2=O)cc1 (stereo not given)
→ -6.0% | 6.3% | -10.2% | ? | -1.6% | -2.5% | -5.8% | 1.2% | -23.7% | -12.0%
- O=C(NCCCNC(=O)c1ccc(-c2cccc(Cl)c2)o1)c1cnccn1
→ -11.2% | -4.3% | -4.4% | 29.0% | -6.8% | -3.2% | 6.0% | 20.8% | -9.1% | -9.2%
- COc1ccc(C2N=C(c3ccccc3)NC(c3ccccc3)=N2)cc1
→ -4.9% | 1.7% | 3.0% | ? | -8.0% | -5.3% | -4.0% | -1.7% | -0.8% | 4.3%
- CCN(CC)C(=O)C1CCCN(Cc2ccc3c(c2)OCO3)C1 (stereo not given)
→ -2.9% | -1.2% | 2.9% | -10.0% | 0.0% | 1.8% | 0.2% | -8.4% | -9.1% | -0.3%
- O=C(CN1C(=O)C2CCCCC2C1=O)Nc1ccc(OC(F)F)c(Cl)c1 (stereo not given)
→ nt | 3.9% | -1.9% | nt | 3.3% | -0.6% | 0.2% | nt | -2.2% | 2.5%
- Cn1cc(-c2ccccc2C(N)=O)c(=O)c2ccccc21
→ -7.8% | -2.3% | 4.6% | 6.1% | -1.6% | -3.5% | 4.2% | 2.4% | -2.5% | -0.4%
- O=C(c1ccc(S(=O)(=O)N2CCCCC2)cc1)N1CCN(CCN2C(=O)c3cccc4cccc(c34)C2=O)CC1
→ ? | 6.1% | -15.2% | 15.7% | -11.2% | -11.2% | -6.5% | ? | -47.4% | -2.8%
- COC(=O)C1CCC(=S)N1C(=O)c1ccccc1 (stereo not given)
→ -18.7% | -12.4% | -7.0% | 13.4%[1.91 µM] | nt | 1.5% | -0.4% | 5.5% | 0.7% | 0.1%
- COC(=O)C(C)NC(=O)c1ccc(C(C)(C)C)cc1 (stereo not given)
→ -1.7% | -3.9% | 16.6% | 15.3% | 20.2% | 21.3% | 21.9% | -14.1% | ? | 19µM*
- Cc1ccc(CNC(=O)c2cccc(-n3cnnn3)c2)cc1
→ -2.9% | 5.1% | -0.5% | ? | -4.2% | -0.4% | 0.7% | -0.8% | 3.1% | 1.1%

# Taken from above.
# MBNL1-CUG inh with Cc1ccc(CNC(=O)c2cccc(-n3cnnn3)c2)cc1 reads -0.8%
# BRCA1 expr up with CC(C)c1ccc(NC(=O)C(c2ccccc2)N(Cc2ccco2)C(=O)CC2NC(=O)NC2=O)cc1 (stereo not given) reads -23.7%

# Next part.
# Below each compound – VP16 counter | uPA generation | ELG1 genotox | RORg inh | p53 reactivator | NPC1 prom act | Rab9 prom act | MBNL1-CUG inh | BRCA1 expr up | FLuc modulator
- Cc1cccc(C)c1NC(=O)NCc1ccco1
→ -14.9% | ? | -2.2% | -5.4% | 0.5% | -0.2% | -2.8% | -6.8% | -11.3% | 8.2%
- CCNC(=S)NNC(=O)c1cc(C)on1
→ -9.7% | nt | 2.8% | 17.8µM* | 0.4% | -5.3% | -1.1% | 2.5% | 9.3% | 1.3%
- COc1ccc(/C=C/C(=O)NC(=S)Nc2ccc(N3CCN(C(C)=O)CC3)cc2)cc1
→ -10.4% | ? | -0.3% | 30.5% | 0.4% | -18.6% | -5.6% | 0.6% | -2.4% | -2.9%
- CCOC(=O)C1=C(COC(=O)CCOc2ccc(OC)cc2)NC(=O)NC1C (stereo not given)
→ nt | 11.8% | 1.4% | nt | ? | -1.2% | -4.1% | nt | -6.1% | nt
- CCOC(=O)C1CCCc2c1[nH]c1ccc(Cl)cc21 (stereo not given)
→ 0.1% | 6.1% | -0.1% | 9.8% | -2.7% | 0.0% | -17.2% | 10.0% | -14.1% | -15.4%
- COc1ccc(CN2C(=NC(=O)C3CCCCC3)SC3CS(=O)(=O)CC32)cc1 (stereo not given)
→ -15.9% | 6.3% | 6.1% | -0.8% | -0.1% | -15.5% | -1.0% | -21.8% | 3.1% | 2.1%
- OC1(Cc2ccccc2)CCNCC1
→ -4.0%&2.9% | 2.8% | -1.3%&4.8% | -19.0%&-6.5% | -2.3%&-0.7% | -0.4%&-0.6% | 0.6%&-3.5% | 9.2%&-0.8% | 9.8% | -1.1%&0.3%
- COc1ccc(Cc2nc3ccc(C(=O)N(C)Cc4nccs4)cc3o2)cc1OC
→ ? | 5.7% | -13.0% | -5.3% | -5.7% | -8.4% | -22.3% | 8.9% | 6.4% | -2.2%
- CCCn1c(SCC(N)=O)nnc1-c1ccco1
→ 3.8% | -0.9% | -0.5% | -20.1% | 0.8% | -2.4% | 3.9% | -5.9% | 7.4% | 1.4%
- COc1ccc(Nc2nc(NCc3ccco3)nc(N)c2[N+](=O)[O-])cc1
→ 23.3% | -10.2% | 5.5% | -0.5% | 1.9% | -4.7% | -6.6% | 12.7% | 16.1% | 4.4%
